Screening data from PubChem.
3T3 cytotox = NIH 3T3 cell cytotoxicity. actives 4.3% (n = 94,000). NIH 3T3 viability, CellTiter-Glo ATP luminescence, 48-72 h. Potency, µM (titrated, usually from 96.7 µM), for the others: top-dose activity change, negative = cytotoxicity, usual class: inhibitors; note: potency is the fitted concentration of half-maximal effect; nearly all actives have a fitted effect of over 55% in size
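First NIH 3T3 cells are plated at 400 cells/well; next compound is pinned in; then plates incubate 48 or 72 hr at 37 °C; finally CellTiter-Glo is added and luminescence read after 10 min.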
IP6K1 inhibitor = IP6K1 kinase inhibition. IP6K1 kinase, ADP-Glo luminescence, 2 h; stronger effect = lower value. activity change, % (series mostly up to about 58 µM). Q92551. actives 0.81% (n = 140,000); in the data active = activity change below about -25%
Target sequence (Q92551 whole entry, looked up): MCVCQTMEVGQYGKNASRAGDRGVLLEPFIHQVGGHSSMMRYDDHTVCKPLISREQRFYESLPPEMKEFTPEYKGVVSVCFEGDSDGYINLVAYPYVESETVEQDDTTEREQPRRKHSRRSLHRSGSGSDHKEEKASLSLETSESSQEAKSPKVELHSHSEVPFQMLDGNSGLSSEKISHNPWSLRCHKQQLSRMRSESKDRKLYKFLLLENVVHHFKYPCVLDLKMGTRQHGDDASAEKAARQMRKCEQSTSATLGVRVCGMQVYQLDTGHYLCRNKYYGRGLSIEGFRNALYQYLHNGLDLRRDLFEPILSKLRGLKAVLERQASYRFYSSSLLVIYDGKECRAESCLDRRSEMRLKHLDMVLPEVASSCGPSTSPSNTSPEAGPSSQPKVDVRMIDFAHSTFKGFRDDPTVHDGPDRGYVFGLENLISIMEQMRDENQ
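ADP-Glo luminescence measures ADP made by human IP6K1 during a 2 h RT reaction with ATP/IP6 (mix at 1.3 mM/130 uM); top library doses 57.5 and 19.1 uM final.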
SNCA expr inh = SNCA gene expression inhibition | HEK-293 SNCA-luciferase knock-in, luminescence, 24 h | Potency, µM (doses to about 57.2 µM), for inactives: at the highest dose activity change, negative = inhibition, actives largely listed as inhibitors | actives 0.17% (n = 140,000) | AID 1671194;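 note: potency is the fitted concentration of half-maximal effect; plate controls were DMSO cells for no effect and cell-free wells for full effect; nearly all actives have a fitted effect of over 45% in size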
GPT2 inhibitor = blocks human glutamate pyruvate transaminase 2 | Q8TD30 | Potency, µM (series often up to 57.7 µM), without a hit: at the highest dose activity change, negative = inhibition, actives largely listed as inhibitors | actives 0.25% (n = 100,000) | Recombinant GPT2, coupled pyruvate oxidase/HRP Amplex Red fluorescence; note: potency is the fitted concentration of half-maximal effect; nearly all actives have a fitted effect of over 60% in size; many of its hits are not listed in these tables
Target sequence (Q8TD30 whole entry, looked up): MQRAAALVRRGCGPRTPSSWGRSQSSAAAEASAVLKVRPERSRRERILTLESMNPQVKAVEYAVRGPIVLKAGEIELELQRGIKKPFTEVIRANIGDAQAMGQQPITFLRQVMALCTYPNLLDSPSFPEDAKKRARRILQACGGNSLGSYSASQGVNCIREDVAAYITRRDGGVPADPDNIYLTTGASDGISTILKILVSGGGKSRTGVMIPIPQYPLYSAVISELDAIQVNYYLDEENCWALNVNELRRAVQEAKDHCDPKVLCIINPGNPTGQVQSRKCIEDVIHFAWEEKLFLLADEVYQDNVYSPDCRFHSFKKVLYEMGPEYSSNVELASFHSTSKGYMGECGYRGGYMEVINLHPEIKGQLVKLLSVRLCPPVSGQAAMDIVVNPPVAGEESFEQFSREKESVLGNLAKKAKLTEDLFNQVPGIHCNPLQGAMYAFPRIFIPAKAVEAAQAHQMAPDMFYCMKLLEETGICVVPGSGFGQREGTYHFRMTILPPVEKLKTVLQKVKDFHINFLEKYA
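GPT2 10ng/uL, a-KG 250uM, L-Ala 2mM, HEPES pH7.5 + 0.0001% Tween; 30 min RT. Then Amplex mix (PO/HRP/ThPP), 30 min RT dark, fluorescence. AOA 50uM used as positive control.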
HEK cytotox = cytotoxic compounds in HEK 293 cells. HEK 293 viability, ATP luminescence (CellTiter-Glo), 48-72 h. Potency, µM (doses to about 115 µM), for inactives: top-dose activity change, negative = cytotoxicity, usual class: inhibitors. actives 6.6% (n = 94,000). AID 1345083; note: potency is the fitted concentration of half-maximal effect; nearly all actives have a fitted effect of over 60% in size
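HEK 293 seeded at 250 cells/well receive compound via pintool. After 48 or 72 hr at 37 degree Celsius, 5% CO2 and 95% humidity, CellTiter-Glo is dispensed and luminescence read following 10 min at room temperature.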
HEK293 viab = cell viability loss counter-screen | Potency, µM (highest dose often 57.1 µM), without a hit: at the top dose activity change, negative = cytotoxicity, actives largely listed as cytotoxic | HEK-293-SNCA-luc viability, GF-AFC fluorescence, 24 h | AID 1671193 | actives 0.12% (n = 150,000);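 note: potency is the fitted concentration of half-maximal effect; 0% = DMSO-treated cells and -100% = medium-only wells without cells; nearly all actives have a fitted effect of over 30% in size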
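HEK-293-SNCA-luc cells (1500/well) plated 24 h, then exposed 24 h to a dilution series; GF-AFC added 30 min at 37C, fluorescence 405/540 nm; normalised to medium-only and DMSO wells, Hill fit.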
FLuc inh = Photinus pyralis luciferase inhibition. actives 2.5% (n = 76,000). Potency, µM (top dose mostly 115 µM), for the others: at the top dose activity change, negative = inhibition, actives largely listed as inhibitors. purified P. pyralis luciferase, luminescence, biochemical. P08659; note: potency is the fitted concentration of half-maximal effect; nearly all actives have a fitted effect of over 65% in size
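Purified 10nM P. pyralis luciferase with 10uM D-luciferin and 10uM ATP in 50mM Tris acetate pH 7.5, 10mM Mg acetate, 0.01% Tween-20, 0.05% BSA. qHTS titration; luminescence read by CCD imager.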
Active calls of the source: *; i = inactive; ? = inconclusive; / = no result given; & = joins results of further samples; [ ] = another dose, or the depositor's remark. Unless noted, calls come from the whole dose curve; as a rule, active = well fitted curve in the direction sought with a large enough effect; inconclusive = small, poorly fitted or top-dose-only effect, or another doubt; inactive = no such curve, though single readings can be large; an effect the other way counts as inactive or inconclusive. Unless noted, % is set by controls: 0 for no effect and ±100 for the full control effect. Random draw from the library; about 7.8% have a hit in one of these screens.

Values run as follows: 3T3 cytotox	IP6K1 inhibitor	SNCA expr inh	GPT2 inhibitor	HEK cytotox	HEK293 viab	FLuc inh
- O=C(Cc1ccc(N(Cc2cccc(F)c2)C(=O)c2ccco2)cc1)Nc1ccccc1
  35µM*	-11	?	i	45µM*	-10%	-2%
- Cc1ccc(CCNC(=O)Cn2nc(C)c3c(C)n(-c4ccc(C)cc4)nc3c2=O)cc1
  /	-2	-25%	/	/	-9%	/
- COc1ccc(CC(=O)NCc2ccc3c(c2)CCN3C(=O)c2cccc(C)c2)cc1
  /	-7	-27%	/	/	-26%	/
- O=C(c1ccccc1F)N1CCC2(CC1)COc1ccccc1NC2=O
  -20%	33	19%	-4%	-29%	-7%	-4%
- Brc1c(Br)c(Br)c2[nH]cnc2c1Br
  /	/	?	i	/	-6%	/
- O=C(c1ccncc1)N1CCC(Cc2nc(-c3ccccc3)n[nH]2)CC1
  -2%	4	1%	3%	i	10%	1%
- Cn1cc(CN2Cc3c(cc(N4CCOCC4)nc3-c3ccc(CO)cc3)C2=O)cn1
  ?	12	-18%[87.6 µM]	2%[88.5 µM]	-3%[172 µM]	11%[87.6 µM]	-3%[172 µM]
- O=C1Nc2ccccc2CC12CN([S+](=O)([O-])c1ccccc1)C2
  -11%	11	36%[activator]	-8%	-19%	-10%	/
- CCOC1CCOC2(CCN(C(=O)Nc3ccc(C)c(C)c3)CC2)C1 (configuration not stated)
  -20%	-2	85%[activator]	i	-28%	16%	/
- Cc1noc(C)c1S(=O)(=O)N1CC(c2nc(Cc3cccnc3)no2)C1
  -14%	6	?	?	-3%	4%	/
- Cn1ccnc1C(=O)N1CC(F)(F)C[C@H]1c1nc(C2CC2)no1
  i	-2	44%[activator]	i	2%	4%	?
- COc1ccccc1OCCNC(=O)c1c(-c2ccccc2)cc(=O)n2c1CCC2
  -5%	1	-5%	i	2%	0%	/
- CSCCC(=O)N1CCCC1C(=O)Nc1cccc(-n2cccn2)c1 (configuration not stated)
  -5%	10	1%	-4%	0%	-6%	-2%
- O=C1NCCCCCCN(Cc2ccc(F)c(F)c2)[C@H]2CCC[C@@H]12
  ?	8	-10%	i	?	-5%	-2%
- CN(Cc1ccccc1)Cc1cc(CC2(NCc3ccc(OC(F)(F)F)cc3)COC2)no1
  ?	12	-12%	?	?	4%	-5%
- COc1ccc(Br)cc1CNC(=O)C1CCN(c2nnc(-n3cccc3CNc3ccc(C)cc3)s2)CC1
  /	-16	19%	/	/	-4%	/
- CCn1c(=O)cc(OCC(=O)Nc2ccccc2Cl)c2ccccc21
  /	3	-22%	/	/	1%	/
- CC(C)Oc1ccc(C(=O)N2[C@@H]3CC[C@H]2CC(NC(=O)c2ccncc2)C3)cc1 (some centres not stated)
  -28%	8	52%	i	-15%	6%	-9%
- CCC(=O)N1CCc2cc(S(=O)(=O)NC(Cc3ccccc3)C(=O)NCc3ccc(F)cc3)ccc21 (configuration not stated)
  /	20	-4%	/	/	-2%	/
- O=C(C[C@@H]1O[C@H](CNCc2ccc(F)cc2)[C@@H](O)[C@H]1O)NCc1ccc(F)cc1
  -24%[174 µM]	-4	-4%[87.6 µM]	0%[88.5 µM]	-1%[172 µM]	4%[87.6 µM]	2%[172 µM]

Looked up one by one from the entries so far (4):
Values run as follows: 3T3 cytotox	IP6K1 inhibitor	SNCA expr inh	GPT2 inhibitor	HEK cytotox	HEK293 viab	FLuc inh
- COc1ccccc1OCCNC(=O)c1c(-c2ccccc2)cc(=O)n2c1CCC2
  -5%	1	-5%	i	2%	0%	/
- O=C(c1ccccc1F)N1CCC2(CC1)COc1ccccc1NC2=O
  -20%	33	19%	-4%	-29%	-7%	-4%
- O=C(Cc1ccc(N(Cc2cccc(F)c2)C(=O)c2ccco2)cc1)Nc1ccccc1
  35µM*	-11	?	i	45µM*	-10%	-2%
- CC(C)Oc1ccc(C(=O)N2[C@@H]3CC[C@H]2CC(NC(=O)c2ccncc2)C3)cc1 (some centres not stated)
  -28%	8	52%	i	-15%	6%	-9%

The results go on.
Values run as follows: 3T3 cytotox	IP6K1 inhibitor	SNCA expr inh	GPT2 inhibitor	HEK cytotox	HEK293 viab	FLuc inh
- COc1cccc2c1Oc1ncccc1N(C(=O)CCC(=O)NCc1ccccc1Cl)C2
  /	-10	16%	/	/	3%	/
- Oc1ccc(CCC2CCCCN2Cc2nc(Cc3cccc(F)c3)no2)cc1 (configuration not stated)
  ?	-2	14%	0%	22µM*	-10%	3%
- COc1ccccc1-c1cccc(C(=O)N2CCN(C(=O)c3ccc(F)cc3)CC2)c1
  ?	6	-7%	i	?	1%[12.5 µM]	/
- COc1ccc(-c2c3c(=O)n(C)c(=O)n(C)c3c3c(-c4ccc(C)cc4)nc4ccccc4n23)cc1
  /	16	60%[activator]	/	/	-2%	/
- CN(C)CCOc1cc(-c2cn[nH]c2)ccc1NC(=O)C1COc2ccccc2O1 (configuration not stated)
  /	-7	?	?	/	8%&7%	/
- CN(C)C(=O)c1nc2sccn2c1Br
  -21%[138 µM]	-2	7%[87.6 µM]	i	-1%[172 µM]	9%[87.6 µM]	-10%[172 µM]
- COC(=O)c1sccc1S(=O)(=O)N(CC(=O)NCc1ccc(C)cc1)c1ccccc1
  /	8	-11%	/	/	-12%	/
- Cc1cccc(C)c1NC(=O)CSc1nccn1C
  /	-3	-12%	/	/	3%	/
- Cn1ccnc1CNC(=O)C[C@@H]1C[C@H]2O[C@H](CNC(=O)NCc3ccccc3)[C@@H](O)[C@H]2O1
  -5%	4	-9%	-7%	i	1%	5%
- CCNC(=O)NC[C@H]1COCc2nc3cc(C(=O)OC)ccc3n21
  -3%[138 µM]	12	5%[87.6 µM]	i	0%[172 µM]	3%[87.6 µM]	1%[172 µM]
- Cc1cc(=O)n(CC(=O)NCc2ccc(OC(C)C)cc2)c2c1c(C)nn2-c1cccc(F)c1
  /	-6	-12%	/	/	1%	/
- COCc1nc(C2CCN(S(=O)(=O)c3cccc(OC)c3)C2)no1 (configuration not stated)
  -18%	0	?	i	?	10%	-1%
- O=C(Nc1ccc2c(c1)C(=O)N1CCC[C@H]1C(=O)N2)c1n[nH]c2c1CCC2
  -11%	-6	53%[activator]	-8%	-3%	3%	-8%
- Fc1ccc(C2Cn3nnc(-c4nc(-c5ccccc5F)no4)c3CO2)cc1 (configuration not stated)
  -10%	-19	-4%	-8%	0%	7%	-17%
- O=C(c1ccccn1)N1CCCC2(CC(c3cccnc3)=NO2)C1 (configuration not stated)
  i	0	6%	?	0%	3%	/
- Cc1ccc(-c2ccc(=O)n(CC(=O)Nc3cccc(C#N)c3)n2)cc1
  /	22	27%	/	/	7%	/
- Cc1ccc(-c2cccc(CN)c2)cc1Cl
  28µM*	-12	144%[activator][87.6 µM]	-1%[88.5 µM]	?	?	/
- COc1ccc(CNC(=O)CCC2N=C3c4ccccc4N=C(SCc4cccc(F)c4)N3C2=O)cc1 (configuration not stated)
  /	24	?	/	/	-1%	/
- Cc1ccn(CC(=O)N[C@@H]2CN(C)C[C@H]2CN(C)C)n1
  -7%	19	3%	i	i	-2%	6%
- COCCCNC(=O)N1CCC(F)(c2nc(CC(C)C)no2)CC1
  -32%	21	10%	-13%	-24%	5%	/
- COCCN1C(=O)c2cccn2CC1CNC(=O)c1cc2ccccc2[nH]1 (configuration not stated)
  -7%	-2	33%[activator]	i	-8%	-4%	?
- O=C(NC1CCCNC1)C1CCN(c2nc(-c3ccccc3)nc3c2CCC3)CC1 (configuration not stated)
  45µM*	2	-10%	i	?	-4%	-4%
- COc1ccc(C(=O)N2CCc3nc(N)nc(N4CCCC4)c3CC2)o1
  -2%	-3	-1%	i	-17%	1%	2%
- COc1ccc(-n2nc3n(c2=O)CCN(C(=O)c2ccccc2)C3)cc1
  -28%	-5	16%	i	-19%	0%	/
- O=C(O)CCNC(=O)Cn1nc2c(cc1=O)CCCCC2
  i	-1	-14%	-9%	7%	1%	7%
- COc1ccc(-c2cc3nc(C)c(CCC(=O)Nc4cccc(C(F)(F)F)c4)c(C)n3n2)c(OC)c1
  /	-6	4%	/	/	0%	/
- CC1(C)C(=O)N(CCOc2ccccc2)[C@H]2CN(Cc3ccc4c(c3)CCO4)C[C@@H]2[S+]1(=O)[O-]
  ?	0	-3%	2%	?	-11%	-7%
- CC1CCN(S(=O)(=O)c2ccc3c(c2)N(CC(=O)NCCCN2CCCC(C)C2)C(=O)CS3)CC1 (configuration not stated)
  /	60	33%[activator]	/	/	-11%	/
- Cc1cc(SCC(=O)Nc2ccc(C(F)(F)F)cc2)nc(=O)[nH]1
  /	-4	-20%	/	/	0%	/
- C#CCNC(=O)c1nc2cccnc2n(-c2ccccc2OC)c1=O
  -16%[138 µM]	23	-4%[87.6 µM]	-2%[88.5 µM]	0%[172 µM]	12%[87.6 µM]	/
- Cc1cnn(C(C)C(=O)N2CCC3(CCC(=O)N(C4CC4)C3)CC2)c1 (configuration not stated)
  -8%	0	2%	-14%	-5%	0%	-8%
- CCN1c2cc(C(=O)Nc3ccc(C)cc3)ccc2C(=O)N2CCCC21 (configuration not stated)
  -3%	7	6%	i	5%	?	-10%
- O=C(c1ccsc1)N1CCCC2(C1)Nc1cccnc1NC2=NC1CCCC1 (configuration not stated)
  2%	12	-23%	2%	-6%	1%	5%
- COc1cccc(CN2CCCCC23Cc2ccccc2NC3=O)c1 (configuration not stated)
  ?	5	-17%[87.6 µM]	?	?	10%[87.6 µM]	-3%[172 µM]
- COCC(=O)N[C@@H]1CN(C(=O)COc2ccccc2)CC[C@@H]1c1nc(C)no1
  i	3	38%[activator]	-1%	-6%	20%	/
- CC(C)Oc1ccc(-c2nc3c(C#N)c[nH]n3c2NC2CCCCC2)cc1
  /	1	121%[activator]	/	/	9%	/
- COc1ccccc1-c1cccc(CN2CCCC(C(=O)N3CCCC3)C2)c1 (configuration not stated)
  ?	0	-13%	0%	?	-1%	/
- CCc1ccc2occ(CC(=O)Nc3ccc(OC)c(Cl)c3)c2c1
  /	-4	13%	/	/	3%	/
- CC(C)CNC(=O)N1CCn2nnc(CCC(=O)N3CCOCC3)c2C1
  -16%	-3	-17%	i	-7%	-7%	2%
- C[C@@H](NC(=O)[C@@]1(O)C[C@@H](O)[C@H](O)[C@@H](NS(=O)(=O)c2cccc(C(F)(F)F)c2)C1)C(N)=O
  -5%	11	-21%	-1%	-5%	4%	-6%
- Cn1ccc2cc(S(=O)(=O)N3CCCN(C(=O)Nc4ccccc4Br)CC3)ccc21
  /	3	?	/	/	1%	/
- Cc1c(Cl)cccc1NC(=O)N1CCCC(Cn2cnc3cccnc32)C1 (configuration not stated)
  -16%	0	-9%	2%	-29%	2%	4%
- COc1ccc2oc(=O)c(-c3nnc(-c4ccc(C)cc4)o3)cc2c1
  /	-7	-14%	/	/	3%	/
